M1 PAM parental = counter-screen for M1 PAMs: effect in parental CHO-K1 cells. ATP EC20, Fluo-8 calcium fluorescence; 0% at ATP EC20, 100% at ATP max. activation, % at 3 µM. 0.02% of 360,000 active. AID 602247;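 active means activation above the run cutoff, the mean activation of all test compounds plus 3 SD, cut at about 40% in these data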;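 further: peak over basal fluorescence ratio in a 140 s read after ATP addition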
CHO-K1 Ca antag = counter-screen for M1 antagonists: effect in parental CHO-K1 cells; 0.6% of 360,000 active; AID 602250; ATP-induced calcium, Fluo-8 fluorescence; inhibition, % at 3 µM;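 active means inhibition above a per-plate cutoff, the plate's mean sample inhibition plus 3 SD, cut at about 24% in these data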;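 further: 0% = DMSO plus EC80 ATP and 100% = DMSO alone without ATP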
M1 PAM = positive allosteric modulators of human M1 muscarinic receptor; 0.088% of 360,000 active; CHO-K1 hM1, Fluo-8 calcium fluorescence, ACh EC20; 0% = ACh EC20, 100% = maximal ACh; activation, % at 3 µM; P11229; in the data active means activation above about 19%, passing the limit was not always enough
Target sequence (P11229 whole entry, looked up): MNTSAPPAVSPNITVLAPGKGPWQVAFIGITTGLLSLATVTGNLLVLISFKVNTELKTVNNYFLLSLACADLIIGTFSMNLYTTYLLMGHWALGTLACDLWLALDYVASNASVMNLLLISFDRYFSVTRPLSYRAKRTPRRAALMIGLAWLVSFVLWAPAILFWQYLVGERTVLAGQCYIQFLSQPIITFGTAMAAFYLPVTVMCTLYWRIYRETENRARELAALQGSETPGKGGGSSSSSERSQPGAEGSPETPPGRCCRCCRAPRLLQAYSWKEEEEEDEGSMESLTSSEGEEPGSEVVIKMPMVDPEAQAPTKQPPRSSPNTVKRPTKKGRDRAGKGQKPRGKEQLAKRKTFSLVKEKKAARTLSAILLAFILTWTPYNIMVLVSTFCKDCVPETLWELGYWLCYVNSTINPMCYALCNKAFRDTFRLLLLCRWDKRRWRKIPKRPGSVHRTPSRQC
CHO parental Ca = signal in parental CHO cells, OX1R antagonist counter-screen; inhibition, % at 5.6 µM; parental CHO-K1, ATP-induced calcium, Fluo-8 fluorescence; 0.63% of 330,000 active;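 active means inhibition above that plate's mean sample inhibition plus 3 SD, cut at about 26% in these data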;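 further: 0% = ATP-challenged DMSO wells and 100% = DMSO wells without ATP; some compounds past the cut are filed as inactive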
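Material: Parental CHO cells | Reagent: ATP | Compound dosing: Single nominal dose of 5.6 µM per compound | Detection: Intracellular calcium via Fluo-8 no-wash fluorescent dye | Read-out: % inhibition of ATP-induced calcium mobilization | Benchmarks: Low control ATP plus DMSO, high control DMSO only | Replicates: Singlicate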
M1 ag parental = counter-screen for M1 agonists: effect in parental CHO-K1 cells; 0.48% of 360,000 active; activation, % at 3 µM; AID 602248; Fluo-8 calcium fluorescence; scaled to maximal ATP response, vehicle zero; in the data active means activation above about 15%;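 further: untransfected CHO-K1 host cells lacking M1 receptor as counterscreen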
TAAR1 ag = human TAAR1 agonism; CHO RD-HGA16 TAAR1, Fluo-8 calcium fluorescence; vehicle wells 0%, saturating PEA agonist 100%; 0.99% of 360,000 active; activation, % at 3 µM;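 active means activation above the mean activation of all test compounds in the run plus 3 SD, cut at about 38% in these data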
Target sequence (Q96RJ0 whole entry, looked up): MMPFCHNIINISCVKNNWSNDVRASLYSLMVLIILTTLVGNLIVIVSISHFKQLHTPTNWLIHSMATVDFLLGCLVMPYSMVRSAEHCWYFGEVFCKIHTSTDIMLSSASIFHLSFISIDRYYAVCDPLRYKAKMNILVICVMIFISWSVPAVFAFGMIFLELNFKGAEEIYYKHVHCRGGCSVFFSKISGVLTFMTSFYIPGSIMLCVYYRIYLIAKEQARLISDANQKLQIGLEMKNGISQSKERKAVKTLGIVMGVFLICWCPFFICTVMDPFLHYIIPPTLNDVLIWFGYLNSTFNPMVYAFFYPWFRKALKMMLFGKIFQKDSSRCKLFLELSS
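Assay system – CHO-derived RD-HGA16 cells with stable Gα16 and human TAAR1 · Compound dosing – one-point dosing at 3 µM (nominal) · Incubation – 17-24 h seeding, 75 min 37 °C dye, 30 min RT · Measured by – kinetic Fluo-8 calcium fluorescence · Control set – DMSO vehicle as 0%, PEA at EC100 as 100% · Repeats – single well for each compound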
M1 ag = activates human CHRM1 receptor; CHO-K1 hM1, Fluo-8 calcium fluorescence, agonist mode; 0% DMSO, 100% acetylcholine EC100; activation, % at 3 µM; 0.33% of 360,000 active;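 active means activation above the run's mean compound activation plus 3 SD, cut at about 16% in these data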;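 further: peak over basal fluorescence ratio within a 140 s kinetic read after compound addition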
CHRM1 antagonist = blocks human M1 muscarinic receptor; 1.3% of 360,000 active; P11229; CHO-K1 hM1, Fluo-8 calcium fluorescence, ACh EC80 antagonist; inhibition, % at 3 µM; AID 588852;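 active means percent inhibition above its own plate's cutoff, namely the mean of that plate's compound wells plus 3 SD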;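 further: peak over basal fluorescence ratio during 140 s after agonist addition; 0% = ACh EC80 plus DMSO and 100% = DMSO alone without agonist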
TAAR1 antag = human TAAR1 antagonism; inhibition, % at 3 µM; CHO RD-HGA16 TAAR1, Fluo-8 calcium fluorescence, antagonist; 1.5% of 360,000 active; AID 624466; Q96RJ0;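 active means inhibition above a per-plate cutoff, the mean inhibition of test compounds on that plate plus 3 SD, cut at about 49% in these data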;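 further: 0% = DMSO plus EC80 beta-PEA response and 100% = DMSO alone without agonist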
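Assay system: CHO-derived RD-HGA16 cells stably expressing human TAAR1 plus Gα16. Timing: 140 s kinetic read after compound, 140 s after agonist. Technique: kinetic Fluo-8 calcium fluorescence measurement. Measure: % inhibition of agonist calcium response.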
* = called active by the depositor; · = not tested or not shown.

SMILES	M1 PAM parental	CHO-K1 Ca antag	M1 PAM	CHO parental Ca	M1 ag parental	TAAR1 ag	M1 ag	CHRM1 antagonist	TAAR1 antag
CCOC(=O)C1CCCN(C(=O)c2ccc(Cl)cc2)C1 (stereo not given)	10	-20	3	-6	0.4	4	-8	2	-14
Oc1nc(-c2ccc(Br)cc2)n2ccncc12	24	-12	8	-9	1.0	11	-7	-4	-10
Cc1cccc(C(=O)OCC(=O)N2CCCCCC2)c1O	-6	1	16	-19	-0.2	4	8	0	-7
CC(C)c1ccc(NC2CCCN(C(=O)c3cccc4nccnc34)C2)cc1 (stereo not given)	-2	12	-11	-21	0.6	1	-2	22	-10
CCOCC(=O)Nc1cc(S(=O)(=O)N2CCOCC2)ccc1N1CCCCC1	10	-18	10	-12	0.5	0	-1	-8	-37
COC1=CC2(O)CCCC2=CC1=O (stereo not given)	13	-14	3	-2	0.2	6	-4	-2	-6
Cc1cccc(NC(=S)NC2CC3CCCC(C2)N3CC(C)C)c1C (stereo not given)	10	-4	4	-9	1.1	3	0	-8	4
O=C(COC(=O)CCNS(=O)(=O)c1ccccc1)NC1CC1	8	1	8	-7	0.1	9	-4	-6	2
O=C(N/N=C/c1ccccc1)c1[nH]c2ccc(Br)cc2c1-c1ccccc1	6	3	5	-5	-0.1	1	-5	-8	-25
O=C(CN1C(=O)C2CC=CCC2C1=O)OCc1cc(=O)n2cc(Br)ccc2n1 (stereo not given)	-3	0	-9	9	0.8	2	-7	10	-3
COc1ccc(/C=N/Nc2nc(N)cc(Cl)n2)cc1OC	-1	1	-1	3	1.0	3	-5	3	18
CC(C)n1c(=S)[nH]c2c1c(=O)[nH]c(=O)n2C	9	-7	8	-8	0.0	13	-4	-9	-4
Cc1cccc(OCC(O)CN2CCNCC2)c1 (stereo not given)	4	-2	5	-3	-0.1	1	-3	-10	-3
CCCc1nnc(NC(=O)CS(=O)(=O)c2ccc(C)cc2)s1	30	-13	5	-12	0.1	3	-3	-10	5
O=C(Cn1cc2c(n1)CCCC2)NCCCN1CCCC1	15	-3	-3	-5	0.4	0	-9	-3	4
CCC(C)C(NC(=O)OCc1ccccc1)C(=O)OCN1C(=O)c2ccccc2C1=O (stereo not given)	18	-5	5	-26	1.7	12	-3	2	6
OCC1CCCN(C(=S)Nc2ccc(Nc3ccccc3)cc2)C1 (stereo not given)	0	7	5	-9	0.6	3	-14	0	22
Cc1ccc(NC(=O)CN(C)C(=O)c2cc(C)on2)cc1	6	-9	8	-5	-0.1	2	-1	-7	-5
c1ccn2cc(CSc3nnc4ccccn34)nc2c1	22	-27	7	3	1.2	3	-3	-14	-2
CC(C)c1ccc(C(=O)N2CCOCC2c2cc(C(=O)Nc3ccccc3)no2)cc1 (stereo not given)	5	-3	-3	·	3.2	3	1	-3	10
Oc1cccc(Nc2nc(-c3ccccc3Cl)nc3ccccc23)c1	-2	0	-1	-18	3.6	3	-7	-1	34
Cc1ccc(NC(=O)Cn2cc(C=O)c3ccccc32)cc1C	-4	-2	-9	3	8.3	8	1	11	18
CCCC(C)C(=O)Nc1ccc(Cl)cc1Cl (stereo not given)	12	-3	5	-14	-0.7	5	-5	-7	-6
CCN(CC(=O)NC(C)(C)C)C(=O)c1cccc(S(=O)(=O)N2CC3(C)CC2CC(C)(C)C3)c1 (stereo not given)	-15	9	4	·	0.1	1	-2	-7	-21
Cc1ccc(C2=NN(CC(=O)O)C(=O)CC2)cc1	-13	-6	-1	-2	0.2	4	0	-7	-7

Quoted at random: 2 entries already listed
SMILES	M1 PAM parental	CHO-K1 Ca antag	M1 PAM	CHO parental Ca	M1 ag parental	TAAR1 ag	M1 ag	CHRM1 antagonist	TAAR1 antag
Cc1ccc(NC(=O)Cn2cc(C=O)c3ccccc32)cc1C	-4	-2	-9	3	8.3	8	1	11	18
c1ccn2cc(CSc3nnc4ccccn34)nc2c1	22	-27	7	3	1.2	3	-3	-14	-2

The results go on:
SMILES	M1 PAM parental	CHO-K1 Ca antag	M1 PAM	CHO parental Ca	M1 ag parental	TAAR1 ag	M1 ag	CHRM1 antagonist	TAAR1 antag
COc1cc(CNC[C@H]2O[C@@H](n3ccc(N)nc3=O)[C@H](O)[C@@H]2O)ccc1OCc1ccc(C)cc1	9	-6	5	·	0.6	1	-4	-9	1
CCCC(=O)N1CCCC(c2nc(-c3cccs3)no2)C1 (stereo not given)	1	-3	-4	-7	-0.3	6	-6	9	-15
CN(C)C(=S)Nc1cccc(F)c1	3	3	5	-5	0.1	3	-3	-8	-24
O=C(CNCc1ccc(Cl)cc1)Nc1ccc2c(c1)OCCO2	21	-10	7	-24	22*	4	-5	-4	-2
CC(=O)c1ccc(OCC(=O)OCC(=O)N(CC(C)C)c2c(N)n(Cc3ccccc3)c(=O)[nH]c2=O)cc1	-5	0	10	·	0.6	4	-2	-13	-28
Cc1cccc(NC(=O)c2ccc(N3C(=O)C4C5C=CC(C6CC56)C4C3=O)cc2)c1 (stereo not given)	-25	-1	-12	46*	4.4	12	1	20	68*
O=C(Nc1ccc(S(=O)(=O)N2CCCCCC2)cc1)c1[nH]ncc1[N+](=O)[O-]	6	-1	1	-4	3.2	5	0	-6	0
CCn1c(=O)c2c(nc(SCC(=O)N3CCC(C)CC3)n2C)n(C)c1=O	-2	-2	-1	-21	1.5	2	-5	3	-6
O=[N+]([O-])c1ccc(C(O)CN2CCN(C/C=C/c3ccccc3)CC2)cc1 (stereo not given)	8	-12	-7	-8	6.2	1	-8	5	3
COc1ccc(Cl)cc1NC(=O)CN(C)C(=O)c1n[nH]c2ccccc12	5	2	6	-14	5.8	12	0	-7	16
S=C(NCc1ccccn1)Nc1cccc(Cl)c1	-1	3	5	-10	0.9	5	0	0	15
Cc1ccnc(NC(=O)c2cccc(S(=O)(=O)N3CCCc4ccccc43)c2)c1	0	-8	-2	5	0.2	2	-6	-2	-11
Cc1cc(Nc2cc(C)on2)n2ncnc2n1	9	-8	4	5	0.2	0	-2	-4	-14
COc1ccccc1NC(=O)CSc1nnnn1Cc1ccccc1	-2	-3	7	-6	0.3	1	-2	-10	-14
COCCn1c(C)cc(C(=O)COC(=O)c2ccc(N3CCCC3=O)cc2)c1C	6	-4	5	-3	0.5	7	-2	-7	-11
CCn1c2ccccc2c2cc(/C=N/NC(=O)c3ccc(O)cc3)ccc21	6	6	8	-21	2.9	47*	5	1	30
COc1ccc(CNCC(=O)Nc2cccc(S(N)(=O)=O)c2)cc1	-1	-4	-1	-5	0.4	0	-2	-2	-19
CN(C)/C=C1/Nc2ccccc2C1=O	17	-10	8	-8	0.0	4	-1	-9	9
CCc1cc(C(c2ccc(F)cc2)N2CCOCC2)c(NC(=O)c2ccccc2)s1 (stereo not given)	10	1	7	-23	-0.2	1	-2	4	21
COc1ccc(C/C(=N\O)c2ccc(OC)cc2)cc1	24	-8	9	5	1.0	-4	-4	-12	-2
OC1=C(O)c2nc3cc(F)ccc3nc21	26	-11	1	1	1.3	10	-5	-7	-19
COc1ccc(/C=C2/C(=O)OCc3cc(OC)c(OC)cc32)cc1	17	-9	4	-12	2.7	0	-8	-4	-4
O=C(CN1CCN(S(=O)(=O)c2ccc3ccccc3c2)CC1)NC(=O)NC1CCCCC1	10	-3	-6	-7	0.2	4	-6	3	26
Cc1ccc(/C=N\Nc2nc3ccc(Cl)cc3[nH]2)o1	5	-13	-2	-25	0.8	13	-4	-21	14
CC(C)Cn1c(N)c(C(=O)COC(=O)c2cccc(Cl)c2)c(=O)n(C)c1=O	12	-10	-2	-14	11	15	-5	-1	7

An excerpt from above in order of their number in TAAR1 antag, ascending:
SMILES | CHRM1 antagonist | TAAR1 antag
CN(C)/C=C1/Nc2ccccc2C1=O | -9 | 9
S=C(NCc1ccccn1)Nc1cccc(Cl)c1 | 0 | 15
Cc1cccc(NC(=O)c2ccc(N3C(=O)C4C5C=CC(C6CC56)C4C3=O)cc2)c1 (stereo not given) | 20 | 68*

Single records, as listed above. Screens in order: M1 PAM parental | CHO-K1 Ca antag | M1 PAM | CHO parental Ca | M1 ag parental | TAAR1 ag | M1 ag | CHRM1 antagonist | TAAR1 antag
O=[N+]([O-])c1ccc(C(O)CN2CCN(C/C=C/c3ccccc3)CC2)cc1 (stereo not given) across the screens: 8 | -12 | -7 | -8 | 6.2 | 1 | -8 | 5 | 3
CC(=O)c1ccc(OCC(=O)OCC(=O)N(CC(C)C)c2c(N)n(Cc3ccccc3)c(=O)[nH]c2=O)cc1 across the screens: -5 | 0 | 10 | · | 0.6 | 4 | -2 | -13 | -28

Next part.
SMILES	M1 PAM parental	CHO-K1 Ca antag	M1 PAM	CHO parental Ca	M1 ag parental	TAAR1 ag	M1 ag	CHRM1 antagonist	TAAR1 antag
O=C(O)CCC(=O)NN1C(=O)c2ccccc2NC1c1ccc(F)cc1 (stereo not given)	1	-8	11	-7	0.6	1	-2	-21	-4
Cc1nnc(SCC(=O)NCc2ccccc2Cl)n(N)c1=O	14	-4	7	-7	0.3	0	-10	-2	4
C(=N\n1cnnc1)/c1ccc(OCc2ccccc2)cc1	8	-29	6	1	2.4	13	-4	-3	27
Cc1ccc(NC(=O)COC(=O)CCc2nc3ccccc3c(=O)[nH]2)cc1Cl	1	-21	10	-15	1.1	2	-8	-5	7
S=C(NCc1ccccn1)Nc1ccccc1	11	-9	10	1	0.4	2	-5	-6	-20
Cc1csc(NC(C)c2nc3cc(C(F)(F)F)ccc3n2CCOCCO)n1 (stereo not given)	12	-13	3	-20	-0.2	1	-5	3	7
CCCC(CCC)c1nc2ccncc2[nH]1	3	-6	-7	-20	0.5	5	-10	5	1
COc1ccc(Cn2cc(F)c(=O)n(C)c2=O)cc1[N+](=O)[O-]	7	0	17	-9	0.4	-1	-1	-22	9
O=Cc1cn(CC(=O)NCC2CCCO2)c2ccccc12 (stereo not given)	-1	-5	-1	0	0.4	10	-1	2	-9
CCC(CCCO)CCC[C@H](C)CCC1OCCO1 (stereo not given in full)	-17	17	-6	-10	-0.3	14	-5	2	-3
COc1ccc2cc(C3=CCCCC3)ncc2c1	6	-22	4	-29	0.2	3	-2	-9	-1
CC1=NN(C(N)=S)C(=O)C1N=Nc1ccccc1C (stereo not given)	3	5	0	-31	0.3	3	-5	3	-10
O=C(O)/C=C\C(=O)Nc1ccc(Oc2ccccc2)cc1	7	-13	6	1	0.2	1	-3	-8	6
C=C1CCC[C@]2(C)C[C@H]3OC(=O)C(CNC(C)(CO)CO)[C@H]3CC12 (stereo not given in full)	-1	1	0	-5	14	4	-6	0	-14
COc1cc(/C=C(\NC(=O)c2cc(OC)c(OC)c(OC)c2)C(=O)NC(C(=O)O)c2ccccc2)cc(OC)c1OC (stereo not given)	12	-10	4	2	0.2	1	-2	-9	-5
C[C@H]1CN([C@@H](C)CO)C(=O)CCCn2cc(nn2)CO[C@@H]1CN(C)C(=O)Nc1cccc2ccccc12	-1	-6	17	·	-0.4	6	3	-14	-10
O=C1C2C3C=CC(C3)C2C(=O)N1c1ccc2ccccc2c1 (stereo not given)	22	-9	11	-12	2.8	0	-1	-11	10
CC(C)NC(=O)N(C)C[C@H]1Oc2ccc(NC(=O)NC3CCCCC3)cc2C(=O)N([C@H](C)CO)C[C@@H]1C	17	-12	7	1	1.2	10	-5	-6	-11
